MIN6 prolif – inducers of beta-cell replication in MIN6 cells | actives 0.29% (n = 330,000) | proliferation, % at 10 µM | MIN6 cells proliferation, ATPlite luminescence, 48 h; cells starved in 0.2% serum; 100% = growth in 10% serum;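 active means compounds whose signal lies at least 3.5 SD above the mean of all wells on their plate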;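 further: 0% = DMSO-treated cells in low-serum medium and 100% = 10% serum control; some compounds called inactive have numbers as strong as hits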
tim10-1 inh – tim10-1 yeast growth inhibition. AID 463190. S. cerevisiae tim10-1 ts strain growth, BacTiter-Glo, 24 h. actives 2.2% (n = 330,000). inhibition, % at 20 µM;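 active means inhibition of at least 40%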;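 further: mutant grown at 25 °C; 0% = DMSO wells with yeast and 100% = wells holding no yeast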
MPTP inh – permeability transition pore inhibition; isolated mouse mitochondria, Ca2+ swelling absorbance, 30 min; actives 1.4% (n = 360,000); inhibition, % at 10 µM; AID 602449;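 active means inhibition of 50% or more, scaled per plate between neutral and stimulator controls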;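 further: 0% = DMSO wells given calcium and 100% = 1 mM EGTA wells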
TIM10 inh – TIM10 yeast growth inhibition; actives 1.4% (n = 330,000); S. cerevisiae TIM10 strain growth, BacTiter-Glo luminescence, 24 h; inhibition, % at 10 µM;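 active means inhibition of 40% or more at the single tested concentration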;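 further: wild-type TIM10 isogenic control strain grown at permissive 25 °C; 0% = DMSO yeast wells and 100% = minimal medium wells without yeast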
NALP3 yeast inh – blocks the NALP3 inflammasome reconstituted in yeast. inhibition, % at 10 µM. actives 0.39% (n = 330,000). AID 2825. Yeast reconstituted NLRP3/ASC/caspase-1, beta-gal luminescence, 24 h;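 active means inhibition of 50% or more; inactive means inhibition below 50%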;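 further: plate controls were induced DMSO wells for no effect and uninduced yeast grown without galactose for full effect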
APJ ag – activates the human apelin receptor APJ; P35414; CHO-K1 APJ PathHunter beta-arrestin, luminescence; 0% DMSO wells, 100% apelin; activation, % at 20 µM; actives 0.11% (n = 330,000); AID 2520;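 active means activation more than six SD over the plate average, tested at 20 µM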;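 further: 0% = DMSO alone and 100% = apelin-13 at 10 nM; some results filed as inactive read as strong as hits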
Target sequence (P35414 whole entry, looked up): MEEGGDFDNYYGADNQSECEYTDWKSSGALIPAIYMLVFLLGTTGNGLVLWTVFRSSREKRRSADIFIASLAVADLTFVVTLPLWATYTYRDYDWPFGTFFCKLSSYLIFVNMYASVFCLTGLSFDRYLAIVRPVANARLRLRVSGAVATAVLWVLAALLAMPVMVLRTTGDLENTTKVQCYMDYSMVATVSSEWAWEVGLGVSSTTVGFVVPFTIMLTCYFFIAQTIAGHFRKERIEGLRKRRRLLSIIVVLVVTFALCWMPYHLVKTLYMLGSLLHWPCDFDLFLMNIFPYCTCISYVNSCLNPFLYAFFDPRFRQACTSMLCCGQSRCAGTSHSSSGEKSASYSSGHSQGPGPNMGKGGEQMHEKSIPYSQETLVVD
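Test system: CHO-K1 APJ beta-arrestin complementation cell line | Compound: Single test compound dose, 20 µM final, 1% DMSO | Incubation: Compound 90 min 25 °C, reagent 1 h | Measured by: beta-gal luminescence | Read-out basis: APJ–arrestin association signal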
APJ antag – antagonists of human APJ apelin receptor | actives 0.32% (n = 330,000) | inhibition, % at 20 µM | CHO-K1 APJ beta-arrestin complementation, luminescence | P35414;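 active means inhibition above about 40% at 20 µM, limit read from the data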;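 further: cells challenged with 10 nM apelin-13 agonist together with compound; plate controls were apelin-13 plus DMSO wells for no effect and DMSO wells lacking apelin-13 for full effect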
GRIN3A LBD mod – modulates the human NR3A ligand-binding domain; NR3A LBD differential scanning fluorimetry, Tm shift; 0% = protein alone, 100% = glycine-bound protein; Tm shift relative to glycine control, % at 25 µM; actives 2.5% (n = 340,000);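 active means melting temperature shift of at least 10% of the positive control shift, at one fixed dose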
tim23-1 inh – growth inhibitors of tim23-1 mutant yeast; S. cerevisiae tim23-1 growth, BacTiter-Glo luminescence, 24 h; inhibition, % at 20 µM; actives 1.3% (n = 330,000);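 active means growth inhibition of the mutant yeast at or above 50%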;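 further: temperature-sensitive mutant grown at 25 °C; plate controls were DMSO-treated mutant yeast for no effect and medium wells lacking yeast for full effect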
The depositor's hits bear a star; · = not tested or not shown.

SMILES	MIN6 prolif	tim10-1 inh	MPTP inh	TIM10 inh	NALP3 yeast inh	APJ ag	APJ antag	GRIN3A LBD mod	tim23-1 inh
N#CC1=C2SCN(Cc3ccco3)CN2C(=O)CC1c1c(F)cccc1Cl (centres undefined)	1	14	0.1	0	18	4	-6	2	1
Cc1ccc(S(=O)(=O)NCC(=O)N(CC(=O)NCc2ccco2)C2CCCC2)cc1	0	7	-0.3	-12	11	0	-3	-3	12
O=C(CCSCCc1ccccn1)Nc1c(F)cc(F)cc1Br	1	6	-2.3	12	14	-3	5	-1	5
CC(C)(C)NC(=O)C(Cc1ccccc1)NS(=O)(=O)c1ccc2c(c1)CCC(=O)N2 (centres undefined)	2	9	-2.4	-9	15	0	1	4	10
O=C(Nc1ccc(Cl)cn1)c1cc2c(s1)-c1ccccc1OC2	-2	9	2.9	8	23	-5	-5	15*	12
COc1ccc(N=C(C)C2=C(O)c3ccccc3C2=O)cc1	0	35	0.1	62*	50*	1	0	0	58*
O=C(C[n+]1ccn(CCCNP2(=O)C=C(c3ccccc3)OC(c3ccccc3)=C2)c1)c1cccs1	1	-5	-1.9	-6	-1	-1	4	2	-4
Cc1cc(C)nc(SCc2nc3nc(C)cc(C)n3c2Br)n1	-1	27	-0.7	18	1	2	-1	-1	24
CS(=O)(=O)N1CCc2cc(C(=O)O)ccc21	-2	10	-11	1	8	-2	-10	-1	3
O=C(Nc1ccc2c(c1)OCO2)C1CCN(S(=O)(=O)c2cccs2)CC1	-4	14	-1.2	13	7	-2	-2	0	18
OCCNCCCCOc1ccc(F)cc1	-2	-11	-0.8	3	22	0	-1	-8	-2
COc1ccccc1Oc1ccc(S(=O)(=O)N2CCCC2)cc1	-1	34	-2.4	1	-9	3	-5	10	24
COC(=O)c1sccc1NC(=O)Nc1ccccc1Cl	2	22	-1.0	16	-13	-3	9	2	33
COc1cc(/C=N/NC(=O)c2ccc(CSc3nc4ccccc4[nH]3)cc2)ccc1O	0	10	-1.2	3	-19	-1	10	5	12
COc1ccc(C(=O)Cn2c(=O)oc3ccc(C)cc32)cc1	-3	20	0.7	4	11	1	-14	-10	14
CS(=O)(=O)c1ccc(N2CCN(c3ccccn3)CC2)c([N+](=O)[O-])c1	0	10	-0.8	4	13	2	17	-1	12
O=C(CSc1cn(Cc2cccc(F)c2)c2ccccc12)NCc1ccc(F)cc1	-4	3	1.8	-10	2	6	-3	-16	10
COc1ccc(S(=O)(=O)N2CCC3(CC2)OCCN3S(=O)(=O)c2cccs2)cc1OC	-1	21	1.0	4	21	1	-55	0	11
C/C(=N\NC(=O)c1ccc(=O)[nH]n1)c1cccnc1	-1	17	-0.6	2	1	1	6	-2	1
Cc1c(NCc2cc(Cl)cc(Cl)c2O)c(=O)n(-c2ccccc2)n1C	-5	35	10	36	17	-3	0	-8	55*
O=[N+]([O-])c1ccc(OC/C=C2\Oc3ccc([N+](=O)[O-])cc3C2N2CCOCC2)cc1 (centres undefined)	-4	11	5.7	23	8	-4	11	-1	-8
COc1ccc(C(C(=O)NC2CCCC2)N2CCc3ccccc32)cc1 (centres undefined)	-3	17	0.6	13	-13	-3	9	2	3
CCCCNS(=O)(=O)c1ccc2nc(SCC(N)=O)[nH]c2c1	-3	-6	-0.5	3	2	2	-12	2	26
CCOCCCNC(=O)C1(O)c2cc(Br)ccc2NC(=O)N1c1cccc(OC)c1 (centres undefined)	0	-7	0.6	-20	11	-1	7	-1	14
CSc1ccccc1C(=O)Nc1cc2c(cc1C(=O)O)OCCCO2	-3	0	-0.2	-16	18	-3	29	3	14
COCCSc1nc(N)c(NC(=O)c2ccco2)c(=O)[nH]1	2	-3	0.2	-1	-2	-2	5	2	6
O=S(=O)(/N=C(/Nc1cccc2ccccc12)c1ccccc1)c1ccc(F)cc1	-1	34	-2.3	10	-3	-4	-4	-1	26
CC(=O)Nc1ccc(NC(=O)C(C)OC(=O)CCCc2c[nH]c3ccccc23)cc1 (centres undefined)	3	10	-1.1	5	18	11	4	2	-3
Cn1ccsc1=NC(=O)c1ccc(S(C)(=O)=O)cc1	0	-11	-1.5	8	16	-1	16	1	7
COc1ccc2c(c1)cc1c(=O)n(CC(=O)NC(C)CCc3ccccc3)nc(C)n12 (centres undefined)	-3	-11	0.5	-3	9	-1	-2	0	-5
O=[N+]([O-])c1cccc(/C=N/n2cnnc2)c1O	0	17	1.2	-1	23	-1	-20	0	24
CN(C)CCNc1nc(-c2ccco2)c2c(c1C#N)CC(C)(C)OC2	1	9	-1.9	5	-1	-2	30	-3	5
COc1ccccc1CN1CC(C(=O)NC2(c3ccccc3)CC2)CCC1=O (centres undefined)	-1	-19	0.5	0	20	3	-3	0	-5
N=c1sccn1CC(=O)NC(c1ccccc1)c1ccccc1	-5	5	-0.2	-3	-14	-1	10	0	19
CC(=O)Oc1cc(O)c2c(c1)OC(c1ccc(OC(C)=O)c(OC(C)=O)c1)C(OC(C)=O)C2=O (centres undefined)	2	21	0.3	-7	1	-1	-2	0	5
CCc1ccc(CCC(=O)Nc2ccc(C(C)=O)cc2)o1	0	-3	-0.8	-7	-1	-5	5	-35	-4
O=C(COc1ccccc1)N(Cc1cccc(F)c1)C1CCS(=O)(=O)C1 (centres undefined)	-2	1	0.6	-1	2	-2	19	-1	1
COc1ccc(CNC(=O)CCn2nc(C)c3c(C)n(-c4ccccc4)nc3c2=O)c(OC)c1	-1	12	-1.4	-2	-12	1	-2	0	20
CN(C)c1ccc(C(=O)NNC(=O)Nc2ccccc2)cc1	-1	-3	-0.4	-14	0	-1	-32	1	15
CCOc1ccccc1N(C(=O)CNC(=O)c1ccco1)C(C(=O)NC1CCCC1)c1cccnc1 (centres undefined)	1	10	0.4	10	2	0	15	2	4
CC(=O)Nc1ccc(NC(=O)COC(=O)c2ccco2)cc1	2	1	-1.0	10	25	-3	-16	-1	6
CC(C)CC(=O)NC(NC(=S)Nc1cccc2cccnc12)C(Cl)(Cl)Cl (centres undefined)	-3	6	34	-16	18	0	-39	3	8
C=CCNC(=O)c1onc(CSc2cc(C)ccc2C)c1C(=O)O	-5	-6	0.7	-3	12	5	7	1	-1
O=S(=O)(NNc1ncc(C(F)(F)F)cc1Cl)c1ccc(F)cc1F	-1	10	0.4	12	-14	0	30	4	10
CC(=O)Nc1nc(-c2ccc3c(c2)CC(C)N3C(=O)C2CC2)c(C)s1 (centres undefined)	-1	19	-1.9	-1	11	-3	12	0	26
CC[C@]12c3[nH]c4cc(-c5ccco5)ccc4c3CCN1C(=O)[C@@H](CC(=O)NCCCOC)C[C@@H]2C(=O)N1CCN(C(=O)C2CC2)CC1	·	15	0.5	-3	·	·	·	2	31
C=CCOc1cccc(C2/C(=C(/O)c3ccc(C)cc3)C(=O)C(=O)N2CCN2CCOCC2)c1 (centres undefined)	-1	11	-3.2	1	-5	0	4	1	10
CCC(=O)N1CCc2cc(S(=O)(=O)NCCN3CCCCC3CC)ccc21 (centres undefined)	-1	13	0.7	22	7	0	-10	-8	8
Cc1ccc(C(=O)NCC(=O)Nc2ccc3c(c2)CCC3)cc1	-1	-22	1.6	-17	29	0	-7	-1	-6
COCCOC(=O)c1c(C)n(C)c2ccc(OC(=O)c3c(OC)cccc3OC)cc12	6	20	-1.6	10	22	-1	1	2	17
C=CCn1c(CCNC(=O)c2ccccc2F)nnc1SCC(=O)Nc1nc(C)cs1	0	4	-0.2	-10	9	0	3	-4	-7
Cc1ccc(-c2ccnc(=S)[nH]2)cc1	-4	37	1.4	8	24	-1	19	10*	4
CN(Cc1ccccc1)c1ccc(S(=O)(=O)N2CCC(C(=O)O)CC2)cc1[N+](=O)[O-]	-2	12	0.0	0	17	-5	-5	2	12
O=S(=O)(O)c1nc2ccccc2n1Cc1ccccc1	-1	23	1.2	-9	-10	-2	6	-1	0
CCCCC(=O)Nc1ccc(C(=O)NNC(=O)c2ccc(C)c(Br)c2)cc1	-2	-8	9.3	-22	-8	-4	13	2	-26
CN(C)S(=O)(=O)c1cccc(C(=O)NCC2(N3CCOCC3)CCCCC2)c1	-4	9	0.6	-3	6	-5	8	0	6
Cc1cccc(OC(C)C(=O)N/N=C\c2ccncc2)c1 (centres undefined)	-1	1	-0.2	-3	11	-1	-10	0	1
O=C(CN1C(=O)NC2(CCCCCCC2)C1=O)Nc1ccc(Br)cc1	-6	-4	-0.4	4	31	-1	6	-4	10
Cc1ccc(-n2nc3c(=O)n(CC(=O)NCCc4cccs4)nc(C)c3c2C)cc1	-5	2	-1.2	-3	2	-3	2	-2	3
CN(Cc1ccccc1)C(=O)CN1C(=O)NC2(CCCC2)C1=O	3	4	0.0	5	11	0	8	-1	6
Next section.
SMILES	MIN6 prolif	tim10-1 inh	MPTP inh	TIM10 inh	NALP3 yeast inh	APJ ag	APJ antag	GRIN3A LBD mod	tim23-1 inh
CN(C[C@H](Cc1ccccc1)N(C[C@H](Cc1ccccc1)N(CCC(C)(C)C)N=O)N=O)N=O	-7	24	1.1	-4	19	8	-4	-13	-4
Cc1occc1C(=O)NNC(=O)Nc1ccc(F)cc1F	-2	18	0.1	7	7	1	3	0	0
COc1ccc(N(CC(=O)NCc2ccc(F)cc2)S(=O)(=O)c2c(C)noc2C)cc1	-2	31	1.8	-2	8	-6	27	8	26
Nc1ccncc1N	-3	-19	1.6	-3	1	0	10	-1	-13
Cc1ccc(C(=O)Nc2nc3ccc(S(C)(=O)=O)cc3s2)o1	-5	44*	-1.3	26	4	-7	8	1	44
CCCCN1C(=O)C(C)=C(C)C1OCCc1ccc(OC)c(OC)c1 (centres undefined)	-2	12	-0.1	0	8	2	24	-1	32
O=Cc1ccccc1-n1cccn1	0	8	-0.3	9	9	0	4	-1	-6
Cc1csc(=O)n1CCC(=O)OCC(=O)Nc1ccc(F)c(F)c1F	10	-4	-0.4	7	15	-4	18	0	11
O=C(CCC(=O)c1cccs1)Nc1ccccc1F	-1	11	-0.1	3	20	-3	12	0	7
Nc1ccc(S(=O)(=O)Nc2ncccn2)cc1	0	0	-0.1	-2	12	-2	-2	1	13
Nc1ccccc1Sc1nc2ccccc2[nH]1	-6	17	0.5	13	17	2	-5	10*	18
CC[C@@]1(C(=O)OC)N[C@H](CN(C)C(=O)COC)[C@@H]2C(=O)N(C)C(=O)[C@@H]21	5	0	0.0	4	-1	-1	7	1	10
NC(=O)c1ccc(NC(=O)CCC(=O)N2CCN(S(=O)(=O)c3ccc(Cl)cc3)CC2)cc1	-2	-8	2.6	3	17	-3	16	0	-4
